# Screens (PubChem BioAssay)
# Menin-MLL TR inh: qHTS Assay for Inhibitors Targeting the Menin-MLL Interaction in MLL Related Leukemias: Competition With Texas Red Labeled MLL-derived Mutant Peptide. O00255. Menin + Texas Red MLL mutant peptide, fluorescence polarization. Potency, µM (top dose mostly 61.6 µM), for the others: top-dose FP activity change, negative = inhibition, usual class: inhibitors. 270,000 compounds, 0.23% hits. AID 1768, 2009; active means well fitted inhibition curve with a large enough effect in the polarisation, with a control signal flat, not every such curve was filed as active; inconclusive means small, poorly fitted or top-dose-only effect, or effect the other way, or a change in a side signal; inactive means no such curve, though single readings can be large or run the other way; the % refers to the polarisation; further: potency means the concentration at half of the fitted maximal effect; % of control where 0% means no effect; many of its hits are not listed in these tables
# Target sequence (O00255 whole entry, looked up): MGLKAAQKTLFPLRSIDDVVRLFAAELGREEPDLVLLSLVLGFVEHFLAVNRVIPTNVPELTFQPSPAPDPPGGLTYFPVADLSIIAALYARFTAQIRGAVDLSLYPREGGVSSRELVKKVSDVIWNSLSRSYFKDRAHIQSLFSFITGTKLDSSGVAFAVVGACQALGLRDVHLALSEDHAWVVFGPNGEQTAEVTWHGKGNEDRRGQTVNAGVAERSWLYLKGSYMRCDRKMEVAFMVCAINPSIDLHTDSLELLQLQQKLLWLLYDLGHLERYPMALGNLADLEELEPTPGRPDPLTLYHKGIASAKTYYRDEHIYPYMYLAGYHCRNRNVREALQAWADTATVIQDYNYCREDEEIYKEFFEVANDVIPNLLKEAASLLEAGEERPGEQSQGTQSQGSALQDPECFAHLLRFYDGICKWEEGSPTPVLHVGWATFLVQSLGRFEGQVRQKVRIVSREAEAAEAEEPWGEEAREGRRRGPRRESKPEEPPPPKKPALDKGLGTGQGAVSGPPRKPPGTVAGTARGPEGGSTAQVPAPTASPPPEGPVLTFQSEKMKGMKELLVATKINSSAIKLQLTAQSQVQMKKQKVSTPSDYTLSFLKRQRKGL
# PKM2 activator: qHTS Assay for Activators of Human Muscle isoform 2 Pyruvate Kinase | Pyruvate kinase PKM (Homo sapiens), P14618 | purified PKM2, Kinase-Glo ATP luminescence, activation; response scale: 0% is enzyme alone, no compound | Potency, µM (titrated, usually from 57.5 µM), without a hit: top-dose activation, hits mostly activators | 260,000 compounds, 0.34% hits | AID 1631, 2009; further: potency means the concentration at half of the fitted maximal effect; on the % scale 0 is the no-effect control and ±100 the full control effect; nearly all actives have a fitted effect of over 55% in size
#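 hPK-M2, >95% pure; 0.1 mM ADP / 0.5 mM PEP final; imidazole pH7.2 buffer w/ 7 mM MgCl2, 50 mM KCl; 1 h RT; Kinase-Glo lum. Intermediate enzyme activity for dual inhibitor/activator qHTS.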
# KCNH2 3.1 inh: qHTS for Inhibitors of KCHN2 3.1: Mutant qHTS. AID 720553, 2013. activity change, % (tested at about 1.8 µM). 340,000 compounds, 0.95% hits. U2OS KCNH2 3.1, thallium flux FluxOr; stronger effect = lower value. Potassium voltage-gated channel subfamily H member 2, brain isoform KCNH2 3.1 (human);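 active means maximum activity change below -70%; inconclusive means maximum activity change from -70% to -50%; inactive means maximum activity change above -50%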;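 further: thallium influx rate constant from kinetic fluorescence after stimulation buffer; on the % scale 0 is the no-effect control and ±100 the full control effect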
#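 Measured as rate of thallium-driven FluxOr signal in transduced U2OS cells carrying the 3.1 channel, read kinetically for 2 min upon stimulation; values are rate constants scaled to DMSO control wells.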
# Giardia killer: Small Molecules that selectively kill Giardia lamblia: qHTS; 340,000 compounds, 0.15% hits; Giardia lamblia trophozoite viability; activity change, % at 7.66 µM, hits read low; AID 540267, 2011; in the data active means activity change below about -80%; inconclusive means between about -30% and that limit;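 further: parasites exposed to compound for two days anaerobically before the ATP read; on the % scale 0 is the no-effect control and ±100 the full control effect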
#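 Luminescence from cellular ATP indicates surviving trophozoites (100 cells/well) following 48 hrs anaerobic compound treatment at 37 deg C; signal develops 15-30 min at room temperature.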
# TRPV1 agonist: HTS Assay for Compounds that Act as Agonists of the Vanilloid Receptor 1; activation, % at 8.33 µM; 320,000 compounds, 0.19% hits; AID 540275, 2011; Transient receptor potential cation channel subfamily V member 1 (Homo sapiens), Q8NER1; TRPV1-expressing cells, Fluo-8 calcium influx, agonist mode; in the data active means activation above about 80%; inconclusive means between about 30% and that limit; further: 0% is about no effect
#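 Fluo-8 calcium influx in TRPV1-expressing cells, kinetic read (ex 480/em 520 nm). Compound added and read 3 min for agonist activity, followed by capsaicin at EC20 final and 2 min further read for enhancement.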
# CXXC DNA block: qHTS Fluorescence Polarization Assay for Inhibitors of MLL CXXC domain - DNA interaction. Histone-lysine N-methyltransferase 2A (Homo sapiens), Q03164. MLL-CXXC / FITC-HOXA9 DNA fluorescence polarization. Potency, µM (highest dose often 115 µM), inactives show top-dose activity change, negative = inhibition, hits mostly inhibitors. 290,000 compounds, 0.037% hits; active means well fitted inhibition curve with a large enough effect in the polarisation, with a control signal flat, not every such curve was filed as active; inconclusive means small, poorly fitted or top-dose-only effect, or effect the other way, or a change in a side signal; inactive means no such curve, though single readings can be large or run the other way; the % refers to the polarisation; further: potency means the concentration at half of the fitted maximal effect
#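 Fluorescence polarization: 7 uM MLL-CXXC (stock) preincubated 5 min with compounds, then 50 nM fluorescein-HOX-A9 DNA (stock) added; 30 min ambient. Buffer 50 mM Tris-HCl pH 7.5, 50 mM NaCl, 1 mM DTT, 0.05% BSA.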
# hERG WT inh: qHTS for Inhibitors of KCHN2 3.1: Wildtype qHTS. Voltage-gated inwardly rectifying potassium channel KCNH2 (Homo sapiens), Q12809. U2OS, BacMam KCNH2, thallium flux FluxOr; stronger effect = lower value. activity change, % at 1.84 µM. 340,000 compounds, 0.37% hits;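 active means maximum activity change below -70%; inconclusive means maximum activity change between -70% and -50%; inactive means maximum activity change above -50%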; further: on the % scale 0 is the no-effect control and ±100 the full control effect
#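 U2OS cells transduced with wild-type KCNH2 virus are loaded with FluxOr dye for 45 min, and thallium flux is measured in kinetic reads before and after stimulation buffer. Rate constants are normalized to DMSO controls.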
# B2AR arrestin: qHTS assay of beta-arrestin-biased ligands of beta2-adrenergic receptor | Beta-2 adrenergic receptor (Homo sapiens), P07550 | beta-arrestin recruitment to beta2AR, cell-based reporter | Potency, µM (highest dose often 46.1 µM), for inactives: top-dose activation, actives largely listed as activators | 330,000 compounds, 0.02% hits | AID 492947, 2010;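 further: potency means the concentration at half of the fitted maximal effect; 0% = DMSO controls and full agonism = EC100 isoproterenol or metaproterenol; nearly all actives have a fitted effect of over 65% in size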
# GALK inhibitor: qHTS Assay for Inhibitors of Human Galactokinase (GALK); AID 1868, 2009; Purified GALK, Kinase-Glo residual ATP luminescence; Potency, µM (doses to about 57.5 µM), for inactives: at the highest dose activity change, negative = inhibition, actives largely listed as inhibitors; P51570; 270,000 compounds, 0.007% hits; further: potency means the concentration at half of the fitted maximal effect; on the % scale 0 is the no-effect control and ±100 the full control effect
# Target sequence (P51570 whole entry, looked up): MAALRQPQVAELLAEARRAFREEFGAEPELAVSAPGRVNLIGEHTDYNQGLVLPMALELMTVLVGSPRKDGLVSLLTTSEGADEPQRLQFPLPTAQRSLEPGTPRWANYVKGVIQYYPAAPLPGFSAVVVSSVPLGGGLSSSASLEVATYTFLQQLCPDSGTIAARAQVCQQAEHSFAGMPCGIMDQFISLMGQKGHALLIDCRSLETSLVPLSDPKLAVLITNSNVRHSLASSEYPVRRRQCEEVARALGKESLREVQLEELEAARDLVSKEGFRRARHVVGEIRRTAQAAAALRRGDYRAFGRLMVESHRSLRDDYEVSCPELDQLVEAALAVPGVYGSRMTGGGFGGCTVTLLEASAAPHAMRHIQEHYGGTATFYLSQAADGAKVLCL
#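 Human GALK (5 nM) with 35 uM ATP and 100 uM galactose in 20 mM HEPES pH 8.0, 5 mM MgCl2, 60 mM NaCl, 1 mM DTT, 0.01% BSA. After 1 h at room temperature, leftover ATP was read by Kinase-Glo Plus luminescence.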
# Coupling enz: qHTS Assay for Inhibitors of Fructose-1,6-bisphosphate Aldolase from Giardia Lamblia: Coupling assay counterscreen; coupling enzyme system counterscreen, AmpLite Red fluorescence; activity change, negative = inhibition, % at 58.2 µM, hits read low; 290,000 compounds, 0.67% hits; in the data active means activity change below about -30%; further: on the % scale 0 is the no-effect control and ±100 the full control effect
#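 Counterscreen of the coupled detection system alone, without aldolase: glyceraldehyde-3-phosphate coupling enzymes plus AmpLite Red readout. Compounds at 57.5 uM final, 10 min RT preincubation, 20 min RT reaction, fluorescence 525/598 nm.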
# USP2a block: qHTS Assay for Inhibitors of Ubiquitin-specific Protease USP2a Using CHOP2 as the Reporter; USP2 core, Ub-CHOP2 coupled fluorogenic reporter, 485/531; 330,000 compounds, 0.01% hits; Potency, µM (doses to about 38.3 µM), for the others: at the top dose activity change, negative = inhibition, hits mostly inhibitors; Ubiquitin carboxyl-terminal hydrolase 2 (Homo sapiens), O75604;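 further: potency means the concentration at half of the fitted maximal effect; plate controls were DMSO wells for no effect and full inhibition by NEM control for full effect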
#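 Deubiquitinase activity read as fluorescence (485/531 nm) after Ub-CHOP2 cleavage activates the enterokinase reporter on its substrate; USP2 core 10nM, Ub-CHOP2 and substrate 25nM each, 30min compound preincubation then 60min RT; data normalized to NEM, curves fitted.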
# * = called active by the depositor; ? = inconclusive; . = not tested or not shown; [ ] = dose if it differs, or a comment. Unless noted, the call rests on the fitted dose curve; in most records, active means well fitted curve in the direction sought with a large enough effect; inconclusive means small, poorly fitted or top-dose-only effect, or another doubt; inactive means no such curve, though single readings can be large; an effect the other way counts as inactive or inconclusive. Only part of the results is shown; count on the stated rates, not on these rows.
SMILES,Menin-MLL TR inh,PKM2 activator,KCNH2 3.1 inh,Giardia killer,TRPV1 agonist,CXXC DNA block,hERG WT inh,B2AR arrestin,GALK inhibitor,Coupling enz,USP2a block
Cc1ccc(-c2ccc(C(=O)Nc3ccccc3)o2)c2ccccc12,-18%,-9%,8,-15,0,13%,13,-1.1%,.,-14,-6%
COCCNC(=S)N/N=C(\C)c1cccc(OC)c1,5%,5%,11,1,0,0%,-1,?,0%,1,9%
O=C(c1ccc(N2CCOCC2)nc1)N1CCCCC1,-11%,-4%,18,-5,-2,-1%,6,-0.1%,2%,-1,2%
Cc1cccc(NC(=O)Cn2nnc(C(=O)Nc3ccc(F)c(Cl)c3)c2N)c1,?,.,0,24,-2,4%,3,0.4%,-4%,0,6%
CCc1cc2c(-c3ccccc3)cc(=O)oc2cc1OC(C)C(=O)NCC1CCC(C(=O)O)CC1 (stereo unspecified),-14%,3%,-3,-1,3,3%,-2,-0.5%,.,10,0%
COc1ccc(N(CC(=O)Nc2cc(OC)c(OC)cc2C(=O)O)S(=O)(=O)c2c(C)noc2C)cc1,.,.,12,9,-5,1%,-7,-0.3%,-2%,.,1%
O=C(c1ccc2ccccc2n1)N1CCN(c2ccccc2Cl)CC1,-23%,-1%,18,-2,?,-21%,-1,-0.8%,9%,3,1%
S=C(NCCc1ccccc1)NCCc1ccccc1,16%,2%,-8,2,24,1%,3,0.5%,-2%,0,0%
O=C(CN1C(=O)c2ccccc2C1=O)NC1CCC(O)CC1 (stereo unspecified),.,.,-6,-3,-2,.,-2,0.3%,.,.,-1%
CC(=O)Nc1ccc(NC(=O)C(C)OC(=O)CNC(=O)c2cccs2)cc1 (stereo unspecified),.,.,14,-6,-1,.,4,-0.9%,.,.,0%
N#CC1=C(N)Oc2n[nH]c(-c3ccccc3)c2C1c1ccncc1 (stereo unspecified),3%,-3%,-8,-5,1,3%,-8,0.3%,-1%,1,2%
C=CCN1C(=O)S/C(=C/c2ccc(Sc3nc4ccccc4[nH]3)o2)C1=O,19%,19%,-16,-26,?,15%,-5,0.2%,0%,-1,0%
COc1cccc(Nc2nnc(SCC(=O)N(CC(C)C)CC(C)C)s2)c1,-1%,-6%,7,3,11,0%,6,0.2%,-1%,1,5%
CCS(=O)(=O)c1nn2c(N)c(/C=C3/C=CC(=O)C(OC)=C3)c(=O)nc2s1,36%[activator],-23%,2,-15,8,141%[activator],1,0.4%,2%,10,5%
COC(=O)CNC(=O)CSc1nnc(-c2ccc(OC)cc2)n1CC(C)C,11%,-5%,10,-1,-1,-5%,34,-1.8%,3%,1,-2%
Cc1ccc(C2(C)NC(=O)N(CC(=O)Nc3cc(S(=O)(=O)N4CCCCC4)ccc3OC(C)C)C2=O)cc1 (stereo unspecified),.,.,11,9,4,.,-13,-0.2%,.,.,1%
CCCCN(C(=O)CCCc1nc2ccccc2c(=O)[nH]1)c1c(N)n(CC(C)C)c(=O)[nH]c1=O,.,.,14,13,-1,.,-16,0.4%,.,.,0%
Cc1ccc(S(=O)(=O)Nc2ccc3c(c2)C(=O)N([C@H](C)CO)C[C@H](C)[C@@H](CN(C)C(=O)Nc2ccc(C(F)(F)F)cc2)O3)cc1,.,.,0,-24,.,.,-9,-0.5%,.,.,-10%
Cc1ccc(S(=O)(=O)Nc2cccc(C(=O)NCc3ccccn3)c2)cc1F,.,.,-1,-10,-1,.,-4,0.1%,.,.,0%
CN(C)C(=O)c1ccc(NC(=O)CSc2nnc(-c3ccc4c(c3)OCO4)o2)cc1,.,.,15,-7,2,.,-10,-0.2%,.,.,0%
O=C(Nc1cccc(-c2ccc(N3CCOCC3)nn2)c1)c1ccc(Cl)cc1,.,.,-22,-1,7,.,-17,0.4%,.,.,1%
CC(=O)N1CCN2C(=O)C1CCCC(=O)c1cc(C(C)C)ccc12 (stereo unspecified),4%,-3%,-2,-14,-1,4%,-8,3.3%,-2%,1,4%
CC(C)OP(=O)(OC(C)C)C(NC(=O)c1ccccc1Br)C(N)=O (stereo unspecified),.,10%,4,-15,1,19%,-6,-0.2%,-3%,5,0%
NS(=O)(=O)c1ccc(CCN2C(=O)/C(=C\c3ccc(Cl)cc3)SC2=S)cc1,1%,2%,4,0,0,14%,12,-0.5%,-3%,4,1%
CCOc1cc(NC(=O)CCl)c(OCC)cc1NC(=O)CCl,.,-5%,7,37[activator],4,-4%,3,-0.4%,0%,-13,9%
O=C(NNC(=O)c1ccc[nH]1)c1cc(Cl)cc(Cl)c1,.,-12%,9,11,0,1%,-9,-0.5%,-3%,.,0%
Cc1ccccc1C(C(=O)NC1CCCC1)N(C(=O)CNC(=O)c1ccco1)c1cccnc1 (stereo unspecified),-1%,-9%,.,.,-4,3%,.,-0.1%,-2%,0,1%
CC1=CN2CC(O)CN=C2C=C1 (stereo unspecified),1%,-3%,-10,9,-1,4%,-7,0.2%,2%,3,4%
Cc1ccc(C)c(Oc2cc(NC(=O)CCCn3nc(C)c([N+](=O)[O-])c3C)cc([N+](=O)[O-])c2)c1,?,-2%,-10,-1,2,-1%,12,0.4%,-1%,1,4%
CC(C)(C)NC(=O)NC(=O)COC(=O)Cc1coc2ccc3ccccc3c12,0%,3%,-7,22,0,3%,-6,-0.2%,1%,-5,1%
C=CCSc1nnc(N2C(=O)C(O)=C(C(=O)c3ccco3)C2c2ccccc2F)s1 (stereo unspecified),?,.,-14,-30,5,6%,-9,-0.3%,-1%,-14,8%
C[C@@H]1CN([C@@H](C)CO)C(=O)Cc2cc(NC(=O)Nc3cccc4ccccc34)ccc2O[C@@H]1CN(C)Cc1ccc(C(F)(F)F)cc1,.,.,9,14,.,.,-8,3.9%,.,.,1%
Clc1ccc(Cc2nnc(-c3cccs3)o2)cc1,1%,-4%,6,28,15,-2%,6,0.5%,.,1,-2%
C[C@H](NC(=O)[C@H]1N2C(=O)c3ccccc3C2SC1(C)C)C(=O)NCc1ccncc1 (stereo partly specified),0%,.,-9,-13,-5,0%,2,-0.5%,0%,-1,1%
O=C(COC(=O)c1ccc([N+](=O)[O-])s1)NCc1ccccc1,7%,7%,-16,7,?,-21%,-7,0.0%,-7%,0,2%
CC(=O)Nc1ccc(S(=O)(=O)NCC(=O)OC(C)c2ccccc2Cl)cc1 (stereo unspecified),3%,-3%,-13,23,-2,1%,-6,1.8%,1%,-1,3%
CCOC(=O)Cn1nnnc1CN(Cc1ccccc1)Cc1cc2cc(CC)ccc2[nH]c1=O,?,2%,12,2,2,1%,0,2.7%,8%,0,0%
COC(=O)c1ccc(C(=O)NC2CCCN(Cc3ccc(Cl)cc3)C2)nc1 (stereo unspecified),-2%,0%,-13,7,?,-4%,10,0.1%,-1%,2,-1%
Cc1nn(S(=O)(=O)c2ccc(Cl)cc2)c(C)c1S(=O)(=O)N1CCOCC1,0%,-1%,-1,-21,-1,12%,5,-0.6%,13%,-3,1%
O=C(NCC1COc2ccccc2O1)c1ccco1 (stereo unspecified),-8%,2%,-33,2,9,-2%,-13,-0.7%,0%,-1,4%
COc1ccc(C(=O)Nc2nc3nc(-c4ccccc4)cc(=O)n3[nH]2)cc1,68%[activator],-8%,-11,8,-2,-2%,14,-0.2%,-5%,6,3%
